TcdB GH inh: blocks C. difficile toxin B glycohydrolase activity; P18177; TcdB glycohydrolase enzymatic assay, plate reader; inhibition, % at 9.99 µM; hit rate 0.24% among 350,000; AID 652162; in the data active means inhibition above about 10%
CCHFV vOTU inh: blocks the CCHF virus ovarian tumor domain protease; hit rate 0.55% among 370,000; inhibition, % at 11.5 µM; CCHFV vOTU protease, Pep-AMC fluorescence; in the data active means inhibition above about 30%; further: 0% = vehicle wells with enzyme and 100% = no enzyme wells
SARS 3CLpro inh: SARS-CoV 3CLpro protease inhibition | P0C6X7 | recombinant SARS-CoV 3CLpro, quenched FRET peptide cleavage | inhibition, % at 6 µM | hit rate 0.14% among 290,000; in the data active means inhibition above about 12%
Y pestis TopoI: inhibitors of Yersinia pestis topoisomerase I | hit rate 0.064% among 360,000 | activity, % at 10 µM | Y. pestis Topo-I cleavage product accumulation, plate reader; in the data active means activity above about 50%, passing the limit was not always enough; inconclusive means no clear call, values can overlap the other calls; further: inactives centre near 2
DUSP3 inh: DUSP3 (human) phosphatase inhibition; inhibition, % at 13.3 µM; recombinant VHR phosphatase, pNPP absorbance; P51452; hit rate 0.52% among 290,000; in the data active means inhibition above about 50%; further: some compounds called inactive have numbers as strong as hits
Target sequence (P51452 whole entry, looked up): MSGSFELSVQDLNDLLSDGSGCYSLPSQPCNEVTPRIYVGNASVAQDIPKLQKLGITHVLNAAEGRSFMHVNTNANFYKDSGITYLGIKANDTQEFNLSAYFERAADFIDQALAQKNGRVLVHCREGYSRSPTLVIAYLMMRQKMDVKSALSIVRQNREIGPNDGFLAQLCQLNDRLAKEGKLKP
Anthrax LF inh2: blocks Bacillus anthracis lethal factor protease; P15917; multiplex microsphere protease cleavage assay, LF; inhibition, % at 10 µM; hit rate 0.12% among 360,000; further: plate controls were buffer without enzyme for full effect and enzyme alone for no effect
Target sequence (P15917 whole entry, looked up): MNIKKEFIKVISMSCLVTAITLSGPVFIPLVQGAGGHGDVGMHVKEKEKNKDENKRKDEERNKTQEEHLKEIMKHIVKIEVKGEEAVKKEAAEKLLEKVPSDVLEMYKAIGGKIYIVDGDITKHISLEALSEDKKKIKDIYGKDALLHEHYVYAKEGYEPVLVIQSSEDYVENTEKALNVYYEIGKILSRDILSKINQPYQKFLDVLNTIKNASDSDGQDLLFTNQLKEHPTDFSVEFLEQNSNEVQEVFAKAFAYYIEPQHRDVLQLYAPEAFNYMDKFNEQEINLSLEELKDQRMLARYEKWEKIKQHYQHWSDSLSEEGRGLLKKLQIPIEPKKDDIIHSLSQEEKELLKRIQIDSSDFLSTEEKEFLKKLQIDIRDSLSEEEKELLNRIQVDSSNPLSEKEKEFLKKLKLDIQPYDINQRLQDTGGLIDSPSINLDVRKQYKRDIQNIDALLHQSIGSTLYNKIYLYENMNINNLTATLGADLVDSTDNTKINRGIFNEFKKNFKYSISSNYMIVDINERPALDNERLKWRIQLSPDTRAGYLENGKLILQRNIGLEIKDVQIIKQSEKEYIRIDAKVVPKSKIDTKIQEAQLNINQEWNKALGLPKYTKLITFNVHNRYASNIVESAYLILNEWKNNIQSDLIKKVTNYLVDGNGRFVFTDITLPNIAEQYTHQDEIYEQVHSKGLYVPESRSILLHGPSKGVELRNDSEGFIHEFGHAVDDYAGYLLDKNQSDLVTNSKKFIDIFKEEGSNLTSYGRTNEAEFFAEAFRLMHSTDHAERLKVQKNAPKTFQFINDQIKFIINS
Vc quorum ag: induces V. cholerae light production without autoinducers | hit rate 0.16% among 350,000 | V. cholerae BH1578 lux reporter, luminescence, 6 h | activation, % at 18.7 µM; in the data active means activation mostly above about 9.7%, no sharp cut-off; inconclusive means no clear call, values can overlap the other calls; inactive means mostly below about 3.7%; further: not every result past the cut was called active; inactives centre near 0; reference of the scale not given here
BoNT-A LC inh2: blocks Botulinum neurotoxin A light chain protease. multiplex microsphere protease substrate cleavage, flow cytometry. inhibition, % at 10 µM. hit rate 0.17% among 360,000; further: plate controls were buffer without enzyme for full effect and enzyme alone for no effect
PfHsp40 yeast: rescue of PfHsp40-mediated yeast toxicity. S. cerevisiae expressing PfHsp40, growth rescue, ATP luminescence. growth rescue, % at 12.5 µM. hit rate 0.68% among 340,000; in the data active means growth rescue above about 28%, passing the limit was not always enough; inconclusive means no clear call, values can overlap the other calls;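 further: yeast W303a lacking pdr1 and pdr3 grown in galactose medium; growth measured after three days at 30 °C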
SSB-PriA inh: inhibitors of Klebsiella pneumoniae PriA binding to SSB C-terminal tail. AlphaScreen SSBct-PriA binding, biotinylated peptide. inhibition, % at 33 µM. hit rate 0.6% among 430,000; in the data active means inhibition mostly above about 37%, no sharp cut-off; inactive means mostly below about 20%;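 further: plate controls were negative control peptide for no effect and reference peptide for full effect; strong numbers were not always called active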
An asterisk follows results filed as active; i = inactive; ? = inconclusive; · = no result given. Unless noted, no stated cut-off is given here; in the data, active means inhibition above about 30%; inconclusive means no clear call, values can overlap the other calls; inactive means below that. Only part of the results is shown; the hit share may differ from the screen's.

(1) CN1CCc2ccc(NC(=O)c3ccc(C(F)(F)F)cc3)cc2C1
(2) CCOC(=O)COc1ccc2c(c1)C(=O)CC(C)(c1cccnc1)O2 (configuration not stated)
(3) O=C(O)CCCCCNc1ccc2nsnc2c1[N+](=O)[O-]
(4) CNc1nc(C)c(C(=O)c2ccc(Cl)cc2)s1
(5) COc1cc(NC(=O)c2cccc(Cl)c2)ccc1NC(=O)c1cccs1
(6) COc1ccc(/C(C)=N/NC(=O)C2C3CCCCC32)c(OC)c1 (configuration not stated)
(7) COc1ccc(C=C(C#N)C#N)c(CSc2ccccn2)c1
(8) CC1CC(C)CN(CCCNC(=O)c2ccc3c(c2)NC(=O)CS3)C1 (configuration not stated)

Screen / compound no.	1	2	3	4	5	6	7	8
TcdB GH inh	1.5	0.3	·	·	2.8	0.2	0.7	2.2
CCHFV vOTU inh	-13.6	·	16.8	26.3	4.1	-12.0	5.5	2.4
SARS 3CLpro inh	0.6	-0.8	3.0	4.8	0.9	0.3	-0.8	1.4
Y pestis TopoI	2.3	5.0	-0.4	-1.3	0.3	-3.1	1.6	2.9
DUSP3 inh	1.0	10.3	27.7	25.4	-5.7	-1.5	-3.5	1.8
Anthrax LF inh2	17.2	-0.8	-2.2	-3.8	-0.8	-0.3	10.3	-0.6
Vc quorum ag	8.8	i	i	3.4	i	2.5	2.3	0.7
BoNT-A LC inh2	1.1	0.4	-1.6	-0.5	-0.5	-0.1	2.8	0.6
PfHsp40 yeast	-1.0	0.8	-0.6	0.9	4.9	0.7	-0.6	-0.7
SSB-PriA inh	3.0	5.3	-2.6	-15.2	-5.2	·	-9.0	-0.9

(9) COc1ccccc1CC(=O)Nc1nc(-c2ccc(F)c(F)c2)cs1
(10) O=C(NCCc1cccs1)Nc1ccc2nc([C@@H]3O[C@H](CO)[C@@H](O)[C@H]3O)[nH]c2c1
(11) CC(C)(C)c1nc(Sc2ncccc2[N+](=O)[O-])n[nH]1
(12) CCOC(=O)C(=O)N(C)c1c(CC)nc2c(OCc3cccc(OC)c3)cccn12
(13) CC(=O)c1sc(Nc2cccc3ccccc23)nc1C
(14) COC(=O)c1sccc1NC(=O)CSCC(=O)O
(15) Cc1cccc(NC(=O)C2CCN(S(=O)(=O)c3cccc4cccnc34)CC2)n1
(16) CCC(C)N1CCN(S(=O)(=O)c2ccc3ccccc3c2)CC1 (configuration not stated)

Screen / compound no.	9	10	11	12	13	14	15	16
TcdB GH inh	0.4	0.6	0.4	1.4	0.6	0.4	1.2	0.2
CCHFV vOTU inh	1.7	12.9	-10.1	-1.1	7.8	-14.0	3.1	17.4
SARS 3CLpro inh	-1.4	·	-4.7	·	·	-1.8	-7.3	-1.1
Y pestis TopoI	-5.0	-0.6	4.7	5.5	-3.6	2.0	17.5	9.2
DUSP3 inh	42.9	·	-4.9	·	·	20.6	-3.7	6.0
Anthrax LF inh2	-11.2	-8.1	-14.0	-4.4	-5.0	-2.9	-6.0	4.5
Vc quorum ag	2.0	0.4	i	-0.2	-0.6	-0.6	0.6	i
BoNT-A LC inh2	-5.5	-0.6	?	0.3	-0.1	0.0	0.6	-3.5
PfHsp40 yeast	-0.6	·	0.2	·	-1.1	0.8	-1.4	0.3
SSB-PriA inh	-5.2	·	-9.4	·	-5.2	-9.7	-13.5	-6.2

Ordered by heavy-atom count (smallest number first): some entries from above
(11) CC(C)(C)c1nc(Sc2ncccc2[N+](=O)[O-])n[nH]1
(13) CC(=O)c1sc(Nc2cccc3ccccc23)nc1C
(12) CCOC(=O)C(=O)N(C)c1c(CC)nc2c(OCc3cccc(OC)c3)cccn12

Screen / compound no.	11	13	12
TcdB GH inh	0.4	0.6	1.4
CCHFV vOTU inh	-10.1	7.8	-1.1
SARS 3CLpro inh	-4.7	·	·
Y pestis TopoI	4.7	-3.6	5.5
DUSP3 inh	-4.9	·	·
Anthrax LF inh2	-14.0	-5.0	-4.4
Vc quorum ag	i	-0.6	-0.2
BoNT-A LC inh2	?	-0.1	0.3
PfHsp40 yeast	0.2	-1.1	·
SSB-PriA inh	-9.4	-5.2	·

Next part:
(17) Cc1sc(NC(=O)c2ccccc2)c(C(c2ccccn2)N2CCN(CCO)CC2)c1C (configuration not stated)
(18) CC1(Cc2cc(Cl)ccc2C(F)(F)F)C(=O)Nc2cc(F)ccc21 (configuration not stated)
(19) COc1ccc(-c2coc3cc(O[C@@H]4O[C@H](CO)[C@@H](O)[C@H](O)[C@H]4O)c(OC)cc3c2=O)cc1
(20) Cc1ccc(NC(=O)c2cccs2)cc1[N+](=O)[O-]
(21) O=c1c2c(nc3cc(-c4cccc(F)c4)[nH]n13)CCC2
(22) O=C(NCc1ccc(F)cc1)c1ccc[nH]1
(23) COC(=O)c1cnn(C(=O)c2ccccc2Br)c1N
(24) COc1ccc(CCNC(=O)CN2c3cccc4cccc(c34)S2(=O)=O)cc1

Screen / compound no.	17	18	19	20	21	22	23	24
TcdB GH inh	·	·	0.5	-0.2	0.7	1.9	·	0.8
CCHFV vOTU inh	2.4	·	-3.3	-7.4	2.8	-9.5	-1.6	-0.5
SARS 3CLpro inh	3.9	·	·	1.9	0.1	4.3	-6.6	·
Y pestis TopoI	21.8	29.2	-10.6	2.4	12.0	-7.1	-2.4	29.7
DUSP3 inh	-22.9	·	·	-2.8	2.8	21.5	8.8	·
Anthrax LF inh2	-0.8	-3.8	2.9	-9.9	1.1	1.2	-3.5	0.4
Vc quorum ag	-0.2	i	i	-0.2	-0.3	-0.5	i	i
BoNT-A LC inh2	-0.2	0.1	-0.1	-1.4	-1.0	0.8	-0.7	-0.5
PfHsp40 yeast	-2.0	·	-2.2	14.2	-0.2	-1.3	-1.4	-2.7
SSB-PriA inh	5.6	·	-19.5	-6.9	-17.4	-5.7	-2.6	-5.8

(25) CC(C)(C)NC(=O)c1cc(-c2ccccc2)n[nH]1
(26) Cc1c(C(=O)N2CCOCC2)c(S(=O)(=O)Nc2ccc(F)cc2)c(C)n1C
(27) CC(=O)c1cccc(Nc2nc(-c3cccnc3)cs2)c1
(28) COc1ccc(CN(C)c2ncnc(N)n2)cc1
(29) CC(C)NC(=O)c1onc(CSc2cccc(F)c2)c1C(=O)O
(30) CCc1cccc(C)c1NC(=O)COC(=O)c1ccc2c(c1)S(=O)(=O)c1ccccc1C2=O
(31) COc1ccc(Nc2nccc3c2ncn3C)cc1
(32) CCCCCCC(=O)N=Nc1c(O)[nH]c2ccc([N+](=O)[O-])cc12

Screen / compound no.	25	26	27	28	29	30	31	32
TcdB GH inh	2.4	0.6	-0.1	·	2.6	1.1	1.0	0.8
CCHFV vOTU inh	-12.7	-2.0	-14.9	1.8	1.0	-13.9	1.4	4.2
SARS 3CLpro inh	1.8	-0.3	-8.6	-0.7	4.9	-3.8	·	1.4
Y pestis TopoI	8.8	-0.3	-3.1	-2.2	-10.2	-8.3	-10.2	10.5
DUSP3 inh	-6.2	18.2	8.8	42.9	16.4	2.9	·	-0.1
Anthrax LF inh2	-0.8	0.5	8.0	1.2	-0.2	1.9	18.8	0.3
Vc quorum ag	-0.3	i	-0.4	16.7*	-0.2	i	-0.3	0.3
BoNT-A LC inh2	-0.9	-0.4	-0.6	-0.2	0.0	1.6	-0.9	-0.6
PfHsp40 yeast	-0.3	-0.7	-1.3	-0.1	0.3	-1.3	-0.5	1.0
SSB-PriA inh	-8.4	-5.9	3.0	2.4	6.0	-13.0	1.7	7.4

(33) O=C(/C=C/c1ccc([N+](=O)[O-])cc1)NNC(=O)C1CC1
(34) COc1ccc(N2CCN(Cc3cc(=O)oc4ccc5ccccc5c34)CC2)cc1
(35) COC(=O)[C@@]1(Cc2ccc(F)cc2)[C@H]2c3cc(C(=O)N(C)C)[nH]c3C[C@H]2CN1C(=O)c1ccccc1
(36) CCC(Sc1nc2ccncc2[nH]1)C(=O)Nc1cc(Cl)ccc1C (configuration not stated)
(37) CCOC(=O)CNS(=O)(=O)c1cc(-c2nn(C)c(=O)c3ccccc23)ccc1C
(38) Cc1ccc2oc(-c3cccc(NC(=S)NC(=O)/C=C/c4ccco4)c3)nc2c1
(39) CCOC(=O)c1cc(C#N)c(SCc2ccc(C#N)cc2)nc1C
(40) COc1ccc(C(=O)c2ccc(OC)c3cccc(O)c23)cc1OC

Screen / compound no.	33	34	35	36	37	38	39	40
TcdB GH inh	-1.3	·	0.6	-0.6	·	·	·	·
CCHFV vOTU inh	2.5	4.5	-4.9	6.5	1.7	20.4	-8.3	8.5
SARS 3CLpro inh	3.5	1.5	0.4	-0.8	2.1	-2.2	-0.6	2.8
Y pestis TopoI	-8.6	-8.8	27.6	2.0	-2.7	16.1	6.6	3.5
DUSP3 inh	8.3	8.1	-26.1	17.3	6.0	17.4	·	-1.7
Anthrax LF inh2	-9.0	-8.6	3.1	-3.6	-2.0	-2.3	-3.8	-1.2
Vc quorum ag	-0.2	·	i	-0.2	-0.3	-5.3	3.8	i
BoNT-A LC inh2	-1.3	-1.5	0.2	-1.0	0.2	-0.2	-0.2	0.1
PfHsp40 yeast	-0.7	0.1	2.5	0.0	0.1	-0.1	-0.5	2.3
SSB-PriA inh	0.8	-14.6	7.2	-2.0	-5.3	-3.1	14.4	17.0

(41) COc1ccc(CC(=O)NCCN2CCCC2)cc1
(42) CCCC1CCC(C2=N/C(=C\c3ccc(OC)c(OC)c3)C(=O)O2)CC1 (configuration not stated)
(43) CCOC(=O)c1c(NC(=O)COc2ncnc3ccccc23)sc(C)c1CC
(44) CCc1ccc(OCCNC(=O)c2ccc(S(=O)(=O)N(C)C)cc2)cc1
(45) Cc1cc(C)nc(-n2ncc3c2CC(c2ccccc2C)CC3=O)n1 (configuration not stated)
(46) COC(=O)C(C)NC(=O)C1CCCN1S(=O)(=O)c1cc(C)c(Cl)cc1C (configuration not stated)
(47) O=C(C1CCN(C2CCN(C/C(Cl)=C/c3ccccc3)CC2)CC1)N1CCOCC1
(48) CCOc1ccc(NC(=O)C2C3C=CC4(CN(C(C(=O)OC)C(C)C)C(=O)C24)O3)cc1 (configuration not stated)

Screen / compound no.	41	42	43	44	45	46	47	48
TcdB GH inh	·	·	·	·	-0.5	·	0.1	1.0
CCHFV vOTU inh	16.7	3.6	7.1	-5.5	11.5	1.0	-14.1	-3.8
SARS 3CLpro inh	-3.5	-3.3	-2.9	-0.7	2.3	2.6	-6.6	-6.4
Y pestis TopoI	-13.7	-5.3	-0.2	4.3	3.9	1.0	0.9	0.7
DUSP3 inh	35.6	2.0	23.7	21.3	14.7	36.8	13.9	-7.3
Anthrax LF inh2	5.6	-0.9	-5.6	-2.5	-1.7	-3.2	-4.6	2.6
Vc quorum ag	i	i	0.2	-2.5	-1.1	i	-0.3	i
BoNT-A LC inh2	-0.2	0.0	-0.5	0.0	-1.4	0.4	-0.5	-0.2
PfHsp40 yeast	0.5	0.6	2.1	1.2	0.1	-0.2	-2.1	0.2
SSB-PriA inh	12.2	-3.3	-8.4	-0.8	-6.2	-21.0	-6.8	-4.7

(49) O=c1cc(O)c2c(=O)n(Cc3ccccc3)c3ccccc3c2o1
(50) COc1ccc([C@H]2CC(=O)C=C(c3ccc(Cl)c(C(F)(F)F)c3)C2)cc1OC
(51) COc1ccccc1CNC(=O)c1ccc(-c2ccccc2Cl)o1
(52) COC(=O)Cn1cc(/C=C2\C(=O)NC(=O)N(c3ccc(OC)cc3)C2=O)c2ccccc21
(53) O=C1CN(S(=O)(=O)c2ccccc2)CC(=O)N1CCc1ccccc1

Screen / compound no.	49	50	51	52	53
TcdB GH inh	0.7	0.3	-3.2	-0.1	·
CCHFV vOTU inh	-11.0	5.9	20.9	-10.9	-0.6
SARS 3CLpro inh	1.4	·	7.0	0.7	-0.9
Y pestis TopoI	6.8	18.7	12.8	-1.0	-2.6
DUSP3 inh	7.8	·	-3.6	32.2	9.4
Anthrax LF inh2	0.0	3.5	-1.7	4.0	-4.0
Vc quorum ag	-1.1	i	-0.6	0.0	i
BoNT-A LC inh2	3.6	0.3	0.6	-1.1	-1.1
PfHsp40 yeast	-1.6	12.0	6.4	0.0	1.2
SSB-PriA inh	-5.8	3.5	-35.9	-4.4	0.5

Bioassay records: PubChem, several laboratories
